M1 PAM parental: nonselective calcium activators in parental CHO-K1 cells, primary screen, counter-screen for M1 PAM project, cell-based, Fluo-8 calcium fluorescence, full deck, 1536-well; ATP EC20; 0% at ATP EC20, 100% at ATP max; 360,000 tested, 0.02% active; AID 602247, 2012; activation, % at 3 µM;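 active = activation above the run cutoff, the mean activation of all test compounds plus 3 SD, cut at about 40% in these data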;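 also: peak over basal fluorescence ratio in a 140 s read after ATP addition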
OXTR potentiator: human OXTR potentiators, primary screen, fluorescence, CHO-OTR cells, Fluo-8 calcium; 320,000 tested, 0.061% active; activation, % at 3 µM; AID 2445, 2010; Oxytocin receptor (Homo sapiens), P30559; Fluo-8 calcium fluorescence, potentiator mode; 0% = oxytocin EC15, 100% = EC100;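 active = activation above that plate's cutoff, the mean activation of tested compounds plus 3 SD, cut at about 6.6% in these data, passing the limit was not always enough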;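 also: 100% uses oxytocin at 75 nM as the full agonist control; some results filed as inactive read as strong as hits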
Target sequence (P30559 whole entry, looked up): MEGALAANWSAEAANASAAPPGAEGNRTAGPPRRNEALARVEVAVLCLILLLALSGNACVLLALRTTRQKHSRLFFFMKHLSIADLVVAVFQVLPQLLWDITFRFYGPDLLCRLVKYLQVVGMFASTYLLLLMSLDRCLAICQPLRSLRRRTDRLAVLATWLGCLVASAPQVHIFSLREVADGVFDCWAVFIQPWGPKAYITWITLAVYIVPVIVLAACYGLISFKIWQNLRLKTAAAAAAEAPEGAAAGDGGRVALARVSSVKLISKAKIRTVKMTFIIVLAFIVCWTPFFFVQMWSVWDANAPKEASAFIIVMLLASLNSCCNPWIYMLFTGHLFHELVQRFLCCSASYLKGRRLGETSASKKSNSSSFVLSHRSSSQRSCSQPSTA
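System: human OTR in CHO cells; Also added: sub-maximal oxytocin, roughly EC15; Timing: compound 6 min at room temperature before oxytocin, 100 s read; Technique: Fluo-8 intracellular calcium fluorescence, ex 470-495, em 515-575 nm; Controls: oxytocin EC15 low and EC100 high; Replication: singlicate.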
GPR7 antag: GPR7 receptor antagonists, primary screen, cell-based, fluorescence, single concentration. Neuropeptides B/W receptor type 1 (Homo sapiens), P48145. GPR7-expressing cells, fluorescence antagonist assay. inhibition, % at 4.4 µM. 290,000 tested, 1.1% active; in the data active = inhibition above about 16%, passing the limit was not always enough;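 also: cells stimulated with the agonist NPW; 0% = agonist with vehicle and 100% = vehicle without agonist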
OXTR ag: human OXTR agonists, primary screen, fluorescence, CHO-OTR cells, Fluo-8 calcium; Fluo-8 calcium fluorescence; normalized: DMSO 0%, oxytocin 100%; Oxytocin receptor (Homo sapiens), P30559; AID 2435, 2010; 320,000 tested, 0.32% active; activation, % at 3 µM;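 active = activation above the mean of all tested compounds plus 3 SD, cutoff set per screening run, cut at about 20% in these data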;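 also: peak over basal fluorescence ratio from a 100 s FLIPR kinetic read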
TAAR1 antag: human TAAR1 antagonists, primary screen, Fluo-8 calcium fluorescence, CHO RD-HGA16 cells | 360,000 tested, 1.5% active | Trace amine-associated receptor 1 (Homo sapiens), Q96RJ0 | antagonist | inhibition, % at 3 µM;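 active = inhibition above a per-plate cutoff, the mean inhibition of test compounds on that plate plus 3 SD, cut at about 49% in these data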;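 also: 0% = DMSO plus EC80 beta-PEA response and 100% = DMSO alone without agonist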
Target sequence (Q96RJ0 whole entry, looked up): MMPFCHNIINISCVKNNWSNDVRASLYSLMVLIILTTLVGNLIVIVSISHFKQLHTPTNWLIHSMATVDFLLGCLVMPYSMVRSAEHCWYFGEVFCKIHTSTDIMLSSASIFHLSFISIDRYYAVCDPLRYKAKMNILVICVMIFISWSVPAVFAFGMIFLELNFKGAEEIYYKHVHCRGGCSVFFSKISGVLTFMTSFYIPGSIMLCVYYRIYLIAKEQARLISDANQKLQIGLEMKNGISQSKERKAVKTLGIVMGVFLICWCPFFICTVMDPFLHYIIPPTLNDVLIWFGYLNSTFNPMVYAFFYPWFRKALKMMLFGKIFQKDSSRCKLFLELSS
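Material: CHO RD-HGA16 cells bearing hTAAR1; compound dosing: one-point dosing, 3 µM nominal final; schedule: dye loading 75 min at 37 °C, then 30 min room temperature; measured by: calcium fluorescence with Fluo-8; control set: vehicle and agonist controls; replication: n of 1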
V1aR counter: agonists of human V1a receptor, primary screen, counter-screen for OXTR agonist project, fluorescence, CHO-V1R cells. Vasopressin V1a receptor (Homo sapiens), P37288. Fluo-8 calcium fluorescence, agonist mode; 0% DMSO, 100% 3 nM vasopressin. activation, % at 3 µM. 320,000 tested, 0.25% active. AID 2797, 2010;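 active = activation above the mean activation of all tested compounds plus 3 SD, per screening run, cut at about 20% in these data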;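 also: signal is peak over basal fluorescence ratio across a 100 second FLIPR read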
CHO parental Ca: ATP-evoked calcium signal inhibitors, parental CHO, primary screen, counter-screen for OX1R antagonist project, cell-based, fluorescence, Fluo-8 calcium dye. parental CHO-K1, ATP-induced calcium, Fluo-8 fluorescence. inhibition, % at 5.6 µM. 330,000 tested, 0.63% active;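 active = inhibition above that plate's mean sample inhibition plus 3 SD, cut at about 26% in these data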;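 also: 0% = ATP-challenged DMSO wells and 100% = DMSO wells without ATP; some compounds past the cut are filed as inactive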
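Assay system: untransfected parental CHO cell line. Also added: ATP agonist challenge. Dosing: one dose, 5.6 µM nominal. Measured by: Fluo-8 fluorescence. Read-out: % inhibition. Benchmarks: ATP wells versus no-ATP DMSO wells. Repeats: no replicates.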
CHO-K1 Ca antag: M1 antagonist counterscreen hit in parental CHO-K1 cells; inhibition, % at 3 µM; 360,000 tested, 0.6% active; ATP-induced calcium, Fluo-8 fluorescence;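 active = inhibition above a per-plate cutoff, the plate's mean sample inhibition plus 3 SD, cut at about 24% in these data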;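 also: 0% = DMSO plus EC80 ATP and 100% = DMSO alone without ATP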
M1 ag parental: counter-screen for M1 agonists: effect in parental CHO-K1 cells; Fluo-8 calcium fluorescence; scaled to maximal ATP response, vehicle zero; activation, % at 3 µM; 360,000 tested, 0.48% active; AID 602248, 2012; in the data active = activation above about 15%;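 also: untransfected CHO-K1 host cells lacking M1 receptor as counterscreen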
Numbers without * were called inactive; / = not tested or not shown.

SMILES | M1 PAM parental | OXTR potentiator | GPR7 antag | OXTR ag | TAAR1 antag | V1aR counter | CHO parental Ca | CHO-K1 Ca antag | M1 ag parental
CCCCCCn1c(=O)n2n(c1=O)[C@@H]1CN(S(=O)(=O)c3ccc(C)cc3)C[C@]1(O)[C@@H](OC(=O)NCC1CCCCC1)C2 | 25 | / | / | / | 22 | / | / | -12 | 2.2
CCc1ccc2[nH]c(=O)c(C(c3nnnn3CCOC)N3CCN(c4ccccc4F)CC3)cc2c1 (stereo unspecified) | 16 | -9 | -10 | 0.1 | 4 | -1.1 | -24 | -5 | 1.0
CCS(CC)=NS(=O)(=O)c1ccc(NC(C)=O)cc1 | 15 | -9 | -10 | -0.1 | 0 | 0.3 | 4 | -3 | 0.3
CN(C)c1ccc(/C=C/c2ccncc2)cc1 | 7 | / | 7 | / | -5 | / | / | 14 | 10
O=C(NC1CCCC1)C(c1ccncc1)N(C(=O)Cc1cccs1)c1cccc(F)c1 (stereo unspecified) | -10 | -6 | -6 | 0.0 | 0 | 0.8 | -14 | -11 | 0.1
COC(=O)CSc1ncc(OC)c(OC)n1 | 5 | -7 | -5 | 0.8 | 0 | -0.2 | 7 | 1 | 0.3
Nc1nc(N2CCOCC2)nc(N(c2ccccc2)c2ccccc2)n1 | -5 | 0 | -7 | 0.7 | -13 | 1.0 | -6 | 10 | 0.0
O=C(NCc1ccc2c(c1)OCO2)c1ccccn1 | 14 | -3 | -8 | 0.4 | -13 | 0.2 | 6 | -2 | 0.3
O=C(NCC1CCCO1)c1ccc(F)c2ccccc12 (stereo unspecified) | 19 | -16 | 12 | -1.2 | -14 | -0.6 | 0 | -2 | -0.2
COc1ccc(Cc2noc(CN(C)CCN3CCc4ccccc4C3)n2)cc1OC | 3 | 1 | -10 | -1.7 | -16 | 0.2 | -27 | -8 | 1.0
CCN(c1ccc(NC(=O)COC(=O)c2ccc(S(=O)(=O)N3CCCC3)cc2)cc1)C(C)C | 4 | -3 | -10 | 2.3 | 24 | 0.6 | 12 | -6 | 0.6
O=C(Nc1cc(S(=O)(=O)N2CCOCC2)ccc1N1CCOCC1)c1c(F)cccc1Cl | -12 | -4 | / | 2.3 | -20 | 1.6 | -15 | 8 | 0.3
FC(F)(F)c1ccc(Cl)c(N/N=C/c2ccc(N3CCOCC3)s2)c1 | 20 | 0 | -7 | -1.5 | -3 | -0.3 | -18 | -5 | 0.3
O=C(c1n[nH]c(=O)c2ccccc12)N1CCN(c2ccccc2)CC1 | 19 | -7 | -11 | 0.4 | 6 | -0.1 | -7 | -13 | 0.8
CC(=O)Nc1ccc(NC(=O)C2(C)Cc3c(-c4ccc5c(c4)OCO5)ccnc3O2)cc1 (stereo unspecified) | 26 | / | / | / | -18 | / | / | -21 | 1.4
O=C(c1ccccc1Cc1ccccc1)N1CCN(S(=O)(=O)c2ccccc2)CC1 | -8 | -13 | 0 | 0.6 | 0 | 1.6 | -9 | -1 | -0.2
COc1ccccc1NS(=O)(=O)c1cc(C(=O)NCC(c2ccco2)N2CCCCC2)ccc1C (stereo unspecified) | -15 | 4 | / | 0.1 | -7 | 0.3 | -20 | -1 | 0.1
CCOC(=O)c1c(NC(=O)CSc2nnnn2CC)sc(C)c1C | 19 | -4 | -4 | -1.3 | 8 | -1.0 | -7 | -4 | -0.2
CCOc1ccccc1NC(=O)CCS(=O)(=O)c1ccc(OC)cc1 | 6 | -4 | -4 | -1.4 | -5 | -1.0 | -10 | 3 | 0.6
Cc1ccc(/C=N/Nc2ccc(F)cc2)s1 | 12 | 0 | 16 | -2.1 | -27 | 0.1 | -18 | -17 | 0.5
COc1cc(Cl)cc(CN2CCC(CCC(=O)NC3CC3)CC2)c1OC | 5 | 3 | -18 | 0.2 | -13 | 0.9 | -16 | -7 | 0.4
CN(Cc1cnccn1)C(=O)CC1C(=O)NCCN1CC(c1ccccc1)c1ccccc1 (stereo unspecified) | 5 | -5 | -13 | 0.2 | -14 | -0.1 | -13 | -5 | 0.5
COc1cccc(NC(=O)Cn2c(=O)oc3ccccc32)c1 | -4 | -7 | -4 | 2.0 | 15 | 2.3 | -7 | -11 | 0.6
COc1cccc(N(CC(=O)NC2CCCCC2)C(=O)CCC(=O)Nc2nccs2)c1 | -3 | -11 | -6 | -0.5 | 10 | 0.9 | -12 | -13 | -0.3
CC1CCN(Cc2cc(=O)oc3ccc4ccccc4c23)CC1 | 20 | -9 | -17 | -2.7 | -2 | -1.5 | -23 | -10 | 0.3
CN1C[C@@H]2[C@@H]3C(=O)N(C)C(=O)[C@@H]3[C@](Cc3ccccc3)(C1=O)N2C(=O)c1ccc(Cl)cc1 | 22 | / | / | / | 11 | / | / | -7 | 0.7
CC(C)[C@@H](C(=O)OCC(=O)c1ccc2c(c1)NC(=O)CO2)N1C(=O)c2ccccc2C1=O | -3 | / | / | / | 4 | / | / | 12 | 0.5
CC(=O)OC(C(=O)Nc1nncs1)c1ccccc1 (stereo unspecified) | 11 | / | / | / | -34 | / | / | -2 | 1.1
O=C(CN1CCOCC1)NCc1ccc(F)cc1 | 11 | -1 | 21 | 0.1 | -6 | -0.6 | -11 | -6 | 0.8

Part of the list above in another layout.
SMILES,M1 PAM parental,OXTR potentiator,GPR7 antag,OXTR ag,TAAR1 antag,V1aR counter,CHO parental Ca,CHO-K1 Ca antag,M1 ag parental
COc1cccc(N(CC(=O)NC2CCCCC2)C(=O)CCC(=O)Nc2nccs2)c1,-3,-11,-6,-0.5,10,0.9,-12,-13,-0.3
CC1CCN(Cc2cc(=O)oc3ccc4ccccc4c23)CC1,20,-9,-17,-2.7,-2,-1.5,-23,-10,0.3

12 entries from above, as a markdown table:
| structure | M1 PAM parental | OXTR potentiator | GPR7 antag | OXTR ag | TAAR1 antag | V1aR counter | CHO parental Ca | CHO-K1 Ca antag | M1 ag parental |
| --- | --- | --- | --- | --- | --- | --- | --- | --- | --- |
| CCOC(=O)c1c(NC(=O)CSc2nnnn2CC)sc(C)c1C | 19 | -4 | -4 | -1.3 | 8 | -1.0 | -7 | -4 | -0.2 |
| CCOc1ccccc1NC(=O)CCS(=O)(=O)c1ccc(OC)cc1 | 6 | -4 | -4 | -1.4 | -5 | -1.0 | -10 | 3 | 0.6 |
| Cc1ccc(/C=N/Nc2ccc(F)cc2)s1 | 12 | 0 | 16 | -2.1 | -27 | 0.1 | -18 | -17 | 0.5 |
| COc1cc(Cl)cc(CN2CCC(CCC(=O)NC3CC3)CC2)c1OC | 5 | 3 | -18 | 0.2 | -13 | 0.9 | -16 | -7 | 0.4 |
| CN(Cc1cnccn1)C(=O)CC1C(=O)NCCN1CC(c1ccccc1)c1ccccc1 (stereo unspecified) | 5 | -5 | -13 | 0.2 | -14 | -0.1 | -13 | -5 | 0.5 |
| COc1cccc(NC(=O)Cn2c(=O)oc3ccccc32)c1 | -4 | -7 | -4 | 2.0 | 15 | 2.3 | -7 | -11 | 0.6 |
| COc1cccc(N(CC(=O)NC2CCCCC2)C(=O)CCC(=O)Nc2nccs2)c1 | -3 | -11 | -6 | -0.5 | 10 | 0.9 | -12 | -13 | -0.3 |
| CC1CCN(Cc2cc(=O)oc3ccc4ccccc4c23)CC1 | 20 | -9 | -17 | -2.7 | -2 | -1.5 | -23 | -10 | 0.3 |
| CN1C[C@@H]2[C@@H]3C(=O)N(C)C(=O)[C@@H]3[C@](Cc3ccccc3)(C1=O)N2C(=O)c1ccc(Cl)cc1 | 22 | / | / | / | 11 | / | / | -7 | 0.7 |
| CC(C)[C@@H](C(=O)OCC(=O)c1ccc2c(c1)NC(=O)CO2)N1C(=O)c2ccccc2C1=O | -3 | / | / | / | 4 | / | / | 12 | 0.5 |
| CC(=O)OC(C(=O)Nc1nncs1)c1ccccc1 (stereo unspecified) | 11 | / | / | / | -34 | / | / | -2 | 1.1 |
| O=C(CN1CCOCC1)NCc1ccc(F)cc1 | 11 | -1 | 21 | 0.1 | -6 | -0.6 | -11 | -6 | 0.8 |

Rows were taken by chance (roughly 3.5% active in at least one column).
